From PubChem
STK33 inh = inhibitors of purified STK33 kinase, primary screen, biochemical, ADP-Glo luminescence, homogeneous, cell-free; Serine/threonine-protein kinase 33 (Homo sapiens), Q9BYT3; MBP phosphorylation; inhibition, % at 10 µM; 0.073% of 320,000 active; AID 2661, 2010;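 active = inhibition at or above 25%, using the most active replicate where run in duplicate; inactive = inhibition below 25%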
KCNQ2 inh = KCNQ2 potassium channel inhibitors, primary screen, cell-based, CHO-K1, FluxOR thallium flux, B-score (AID 2156). Potassium voltage-gated channel subfamily KQT member 2 (Rattus norvegicus), O88943. 20 min; active compounds read low. B-score at 10 µM. 1.1% of 310,000 active;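 active = fluorescence ratio B-score at most minus 3 library SDs, with starting brightness B-score within 2 library SDs, cut at about -5.5 in these data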
Target sequence (O88943 whole entry, looked up): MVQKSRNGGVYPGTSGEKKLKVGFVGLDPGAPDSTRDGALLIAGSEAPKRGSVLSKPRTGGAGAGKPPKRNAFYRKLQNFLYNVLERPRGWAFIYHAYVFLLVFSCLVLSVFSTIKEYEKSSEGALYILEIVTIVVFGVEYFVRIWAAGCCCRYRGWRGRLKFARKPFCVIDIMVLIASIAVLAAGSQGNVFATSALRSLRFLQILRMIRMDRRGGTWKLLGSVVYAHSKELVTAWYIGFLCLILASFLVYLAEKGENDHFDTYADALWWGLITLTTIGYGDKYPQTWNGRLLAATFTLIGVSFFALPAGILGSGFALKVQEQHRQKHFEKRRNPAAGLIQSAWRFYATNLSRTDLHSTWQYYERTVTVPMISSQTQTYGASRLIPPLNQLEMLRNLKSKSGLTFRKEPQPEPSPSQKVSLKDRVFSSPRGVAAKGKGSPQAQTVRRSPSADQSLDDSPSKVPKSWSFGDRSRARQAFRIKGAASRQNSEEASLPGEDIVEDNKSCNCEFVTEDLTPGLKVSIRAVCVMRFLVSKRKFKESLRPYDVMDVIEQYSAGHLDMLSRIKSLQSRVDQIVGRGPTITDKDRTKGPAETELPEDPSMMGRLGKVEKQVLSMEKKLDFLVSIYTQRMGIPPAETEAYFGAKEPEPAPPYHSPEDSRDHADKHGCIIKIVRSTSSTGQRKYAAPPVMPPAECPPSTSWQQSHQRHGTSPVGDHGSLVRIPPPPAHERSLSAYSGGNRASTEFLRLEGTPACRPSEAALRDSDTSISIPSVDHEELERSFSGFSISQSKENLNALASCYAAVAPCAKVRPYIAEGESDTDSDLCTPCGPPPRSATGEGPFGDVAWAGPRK
Kir21 block = inhibitors of mouse Kir2.1 inward-rectifier potassium channel; Inward rectifier potassium channel 2 (Mus musculus), P35561; HEK293-Kir2.1, FluxOR thallium flux fluorescence; active compounds read low; B-score at 10 µM; 0.85% of 310,000 active;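 active = fluorescence ratio B-score at or below minus 3 SD of library scores, with starting-brightness B-score within 2 SD, cut at about -4.2 in these data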;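 note: channel flux triggered by added potassium and thallium sulfate stimulus; B-score of peak minus minimum fluorescence over baseline after thallium stimulus; more negative B-score means stronger Kir2.1 block with less thallium influx; some compounds called inactive have numbers as strong as hits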
* = called active by the depositor; i = inactive; nt = no result given.

Order of values: STK33 inh | KCNQ2 inh | Kir21 block
CCOc1ccc(OCCCCN(C)C)cc1
  -0.3 | i | -1.09
CC1(C)CNC(=O)c2sc(NC(=O)c3ccccc3Cl)nc2C1
  0.7 | i | 0.39
CCOc1ccc(NS(=O)(=O)c2cc(NC(=O)c3ccc(C)cc3)ccc2Cl)cc1
  -1.8 | i | 0.03
COc1ccc(NC(=O)Cn2cnc3sc(C)c(S(=O)(=O)N4CCOCC4)c3c2=O)cc1Cl
  -1.5 | i | -0.72
CSc1ccccc1Sc1cc(C(=O)O)c2ccccc2n1
  -1.7 | i | 0.23
COc1ccc(Nc2cc(=O)n(-c3ccccc3)c3c2c(=O)n(C)c(=O)n3C)cc1
  -1.9 | i | -2.63
O=C(Cc1c(Cl)cccc1Cl)OCC(=O)N1CCN(C(=O)c2ccco2)CC1
  -2.0 | i | -0.23
CCOc1ccc(-c2nnc(NC(=O)Cc3ccc(OC)cc3)o2)cc1
  -0.6 | i | 2.46
O=C(Nc1ccc(Br)c(Cl)c1)c1ccco1
  -2.1 | i | 0.41
COc1ccc2c(c1)C(=NN)c1cc(OC)ccc1-2
  5.4 | i | 1.23
O=C(Cn1c2ccccc2c(=O)c2ccccc21)N/N=C/c1cc([N+](=O)[O-])ccc1N1CCCCCC1
  -1.7 | i | 0.1
O=C(N/N=C/c1cccc([N+](=O)[O-])c1)c1cnccn1
  1.0 | i | 0.23
O=c1c2ccccc2n(Cc2ccc(Cl)cc2)c(=O)n1Cc1ccco1
  -2.1 | i | 1.1
COc1ccc(C)cc1-n1c(SCC(=O)Nc2cccc(C(=O)O)c2)nc2ccccc2c1=O
  -0.7 | i | 0.72
Cc1cc(Cl)ccc1OCC(=O)NCCCCc1ccccc1
  0.2 | -6.32* | -0.63
CSCCC(=O)N1CCCC(CO)(CCCc2ccccc2)C1 (stereo not given)
  0.1 | i | -0.01
O=C(Nc1ccc(F)cc1F)N1CCCCC1c1cccnc1 (stereo not given)
  0.3 | i | 0.52
COc1ccc(Oc2c(C)oc3c(CN4CCOCC4)c(O)ccc3c2=O)cc1
  -0.5 | i | 1.43
O=C(NCc1ccccc1Cl)C(=O)c1cn(CC(=O)N2CCOCC2)c2ccccc12
  -1.8 | i | -0.13
N#Cc1ccc(CSCC(=O)NN=C2CCCC2)cc1
  -1.9 | i | 0.56
Cc1ccc(/C(O)=C2\C(=O)C(=O)N(CCN(C)C)C2c2ccccc2F)cc1 (stereo not given)
  -0.8 | i | 0.25
Cc1cc(OC(=O)c2cccc([N+](=O)[O-])c2)c(C)cc1CN1CCOCC1
  0.8 | i | -0.43
CCc1c(O)nc(SCC(=O)N(CC)CC)[nH]c1=O
  -1.1 | i | -1.16
CCOc1ccc(NC(=O)CCSc2nc3c(c(CC)c2C#N)C(=O)CC(C)(C)C3)cc1
  0.0 | i | -2.17
c1ccc(CCNc2nc3ccccc3s2)cc1
  1.6 | i | 0.43
CCOc1ccc(C(=O)OCn2nnc3ccccc3c2=O)cc1OC
  -0.7 | i | -0.15
CCc1ccc(OCCCOc2ccc(C=O)cc2)cc1
  -1.1 | i | 0.14
Cc1c(C(=O)N2CCCC2)oc2c1-c1nn(CC(=O)NCCCN3CCCCC3)cc1CC2
  0.2 | i | -0.15
CC(C)C(c1nnnn1C1CCCC1)N1CCOCC1 (stereo not given)
  -0.9 | i | -1.24
COc1cc(OC)c2c(N)c(C#N)c(C(F)(F)C(F)(F)F)nc2c1
  0.0 | i | -1.85
COc1ccc2oc(=N)c(-c3nnc4n3CCCCC4)cc2c1
  -0.2 | i | -0.06
CC(C)[C@H](NC(=O)c1ccccc1F)C(=O)Nc1nc2c(s1)CCCC2
  1.2 | i | 0.14
N#Cc1c(N)nc2c(c1-c1ccncc1)CCCCCC2
  -0.3 | i | 1.04
Cc1nc2c(cc1C(=O)N/N=C/c1ccc([N+](=O)[O-])cc1)c(=O)n(C)c(=O)n2C
  -0.3 | i | -2.02
CCOCCCNC(=O)c1[nH]c(C)c(C(C)=O)c1C
  -0.8 | i | -0.71
CN(C)CCN(Cc1ccco1)S(=O)(=O)c1ccc(-c2ccc(=O)[nH]n2)s1
  0.1 | i | 0.23
Cc1cc(C)n(-c2c(C)[nH]c3ccccc23)n1
  -0.4 | i | -4.21*
CCOc1ccc(NC(=O)C(=O)N/N=C\c2ccc(CNS(=O)(=O)c3ccccc3)o2)cc1
  -0.1 | i | 1.4
Cc1ccc(-c2nc(N)s[n+]2-c2ccccc2)cc1
  -0.7 | i | -3.56
O=C(NCC(=O)N1CCOCC1)OCc1ccccc1
  0.1 | i | 0.65
O=C(CSc1nnc(-c2cccnc2)s1)Nc1ccc(C(=O)O)cc1
  -2.4 | i | -0.23
CC(NC(=O)/C=C/c1ccco1)c1nc2ccccc2n1Cc1cccc(Cl)c1 (stereo not given)
  -0.6 | i | -1.6
CCOc1ccc(CCNC(=O)c2nnc(CS(=O)(=O)c3ccccc3)o2)cc1OCC
  -0.6 | i | 0.41
COc1ccc(S(=O)(=O)N2CCC(C(=O)NC3CC3)CC2)cc1C
  -0.8 | i | 0.93
COc1ccc(-c2c(C)n([O-])c3c([n+]2=O)CCC3)cc1OC
  -2.6 | i | 1.3
O=C(Cc1c(C(=O)O)[nH]c2ccccc12)NCCN1CCN(c2ccccc2F)CC1
  -0.9 | i | -3.11
COc1ccc(C(=O)NC(=S)Nc2cccc3cc(O)ccc23)cc1OC
  0.6 | i | 0.05
Cc1ccc(OCC(=O)NC(=S)Nc2cccc(NC(=O)c3ccc(Cl)cc3Cl)c2)cc1
  -0.1 | i | 0.08
CCOc1cc(CNCc2ccncc2)cc(Br)c1OCc1ccccc1F
  -0.7 | i | -7.95*
COc1ccc(-c2cccc(C(=O)N3CCOCC3)c2)cc1
  -0.4 | i | 0.47

Going on with the list.
Order of values: STK33 inh | KCNQ2 inh | Kir21 block
Nc1nnc(CC(=O)N/N=C/c2ccccc2OCc2ccc(F)cc2)s1
  -1.1 | i | 0.28
Cc1nn(Cc2ccccc2)c2ncccc12
  0.2 | i | 0.25
COc1ccc(-c2nc(C#N)c(N3CCN(c4ccccc4)CC3)o2)cc1
  1.3 | i | -0.35
NNC(=O)CCS(=O)(=O)c1ccc2ccccc2c1
  -0.1 | i | -1.4
Cc1cc(C)n(C(=O)CNc2cccc(Cl)c2C)n1
  -0.9 | i | -1.09
Cc1cc(C)c(S(=O)(=O)N2CCN(C(=O)CCn3nc(C)c(C)c3C)CC2)c(C)c1
  0.1 | i | 0.54
N#Cc1c2c(c(NCc3cccnc3)n3c1nc1ccccc13)CCC2
  -0.6 | i | 2
COCCn1c(-c2ccccc2)nc2c(c(=O)c3ccccc3n2C)c1=O
  -0.1 | i | 0.42
Cc1cc(NC(=O)C2CC(=O)OC2c2ccccc2)no1 (stereo not given)
  -0.4 | i | -0.13
CCCN(CC(=O)Nc1ccc(F)c(F)c1F)C(=O)C1=COCCO1
  0.1 | i | 1.14

Pulled one by one from above (4):
Order of values: STK33 inh | KCNQ2 inh | Kir21 block
Cc1cc(C)c(S(=O)(=O)N2CCN(C(=O)CCn3nc(C)c(C)c3C)CC2)c(C)c1
  0.1 | i | 0.54
NNC(=O)CCS(=O)(=O)c1ccc2ccccc2c1
  -0.1 | i | -1.4
COc1ccc(-c2nc(C#N)c(N3CCN(c4ccccc4)CC3)o2)cc1
  1.3 | i | -0.35
COCCn1c(-c2ccccc2)nc2c(c(=O)c3ccccc3n2C)c1=O
  -0.1 | i | 0.42

The results go on.
Order of values: STK33 inh | KCNQ2 inh | Kir21 block
O=C(c1cc(-c2ccc(O)cc2)on1)N1CCN(c2ccccc2)CC1
  -0.4 | i | 0
COc1ccc(OC)c(/C=N/NC(=O)CCN2CCN(C(c3ccccc3)c3ccccc3)CC2)c1
  0.3 | i | -1.89
CS(=O)(=O)N1CCC(Oc2ccccc2C(=O)N2CCN(CC3CC3)CC2)CC1
  nt | i | -2.7
COc1ccc(C2C(C(=O)Nc3ccc(OC)c(OC)c3)c3ccccc3C(=O)N2C)cc1 (stereo not given)
  -2.3 | i | 0.47
COc1ccc(CNC(=O)CCC2N=C3c4ccccc4N=C(SCC(=O)NCC4CCCO4)N3C2=O)cc1 (stereo not given)
  -0.1 | i | 0.18
CC(=O)Nc1c(Nc2ccccc2)c2ccccc2oc1=O
  0.1 | i | 0.01
O=C(Cc1ccccc1)Nc1ccc(C(=O)NCc2ccccc2)cc1
  -0.3 | i | 0.63
CCC(O)(CC)C(=O)N(Nc1ccc(C)cc1)c1ccc(C)cc1
  -0.5 | i | -1.01
CCC1CCCCN1C(=S)Nc1ccc(C(C)=O)cc1 (stereo not given)
  -0.5 | i | -0.68
Cc1cc(NC(=O)CCN2CC(C)OC(C)C2)ccc1Br (stereo not given)
  -0.4 | i | 0.43

A portion of the results above, as a working copy:
Order of values: STK33 inh | KCNQ2 inh | Kir21 block
CCC1CCCCN1C(=S)Nc1ccc(C(C)=O)cc1 (stereo not given)
  -0.5 | i | -0.68
Cc1cc(NC(=O)CCN2CC(C)OC(C)C2)ccc1Br (stereo not given)
  -0.4 | i | 0.43

Additional structures:
Order of values: STK33 inh | KCNQ2 inh | Kir21 block
Cc1ccc(Nc2nc(N)nc(CN3CCN(Cc4ccc5c(c4)OCO5)CC3)n2)c(C)c1
  -0.9 | i | -0.69
Cc1ccc(Nc2ccc(S(=O)(=O)N3CCOCC3)cc2[N+](=O)[O-])cc1C
  0.7 | i | 0.47
O=C(COC(=O)CCC(=O)c1cccs1)NCc1ccccc1
  1.6 | i | -0.25
CCOc1ccc(S(=O)(=O)N2CCN(c3ccccc3F)CC2)c2cccnc12
  -0.8 | i | -0.2
CCN(CC)S(=O)(=O)c1ccc(Cl)c(NC(=O)COc2ccc(OC)cc2[N+](=O)[O-])c1
  -1.1 | i | 0.56
Cc1cccc(OCCCCCN2CCOCC2)c1C
  -0.9 | i | 0.99
CCN(CC)c1nc(C)c2c(c1C#N)CC(C)(C)OC2
  -1.0 | -6.69* | -0.54
O=C(CSc1nnc2sc3ccccc3n12)N1CCN(c2ccccc2)CC1
  -0.5 | i | -0.17
CCOCCCNC(=O)C(c1ccccc1)N(Cc1cccs1)C(=O)CNC(=O)c1ccccc1 (stereo not given)
  -0.6 | i | 0.18
COc1ccc2c(c1)C(c1ccccc1)=NNC(c1ccco1)=N2
  1.4 | i | -0.85
O=C(c1cccc(NS(=O)(=O)c2cccc(F)c2)c1)N1CCN(c2ccccc2)CC1
  0.3 | i | 0.03
O=C(NC(Cc1c[nH]c2ccccc12)C(=O)O)c1cccs1 (stereo not given)
  -1.5 | i | -0.05
O=C(O)CSC(NC(=O)c1cccnc1)(C(F)(F)F)C(F)(F)F
  -1.6 | i | 1.48
Cc1ccc(CN(C)CCc2ccccn2)cc1
  -0.1 | i | 0.64
COc1ccccc1OCc1ccc(C(=O)N/N=C/c2ccco2)cc1
  1.1 | i | -2.12
Cc1[nH]c2ccc(C(=O)NCCCN3CCN(C)CC3)cc2c1C
  -0.8 | i | 1.74
C/C=C\C(=O)Nc1cccc(C2=NOC3(C2)C[C@@H](C(N)=O)N(C(=O)CCCCC)C3)c1 (stereo not given in full)
  0.7 | i | -0.03
COc1ccc(NC(=O)CSc2nnc(Cc3cccs3)n2C)cc1
  0.1 | i | 0.21
C=CCn1c(=NC(=O)C2COc3ccccc3O2)sc2cc(S(N)(=O)=O)ccc21 (stereo not given)
  -1.3 | i | 0.89
Cn1c(=O)oc2cc(S(=O)(=O)NCCC(=O)NC3CCCC3)ccc21
  -0.1 | i | -0.43
Nc1ncn([C@H]2C[C@H](O)[C@@H](CO)O2)c(=O)n1
  -0.3 | i | -0.07
CNc1nc(-c2ccc([N+](=O)[O-])cc2)cs1
  -0.3 | i | -0.83
COc1cccc(CN2CCC(n3nccc3NC(=O)CCCc3ccccc3)CC2)c1
  -1.1 | i | -0.91
CCOC(=O)N1CCN(C(=O)c2ccc(NS(C)(=O)=O)cc2)CC1
  0.8 | i | 0.59
COC(=O)C1C(=O)C2=C(CC1C)NC(C)=C(C(=O)OCc1ccc(OC)cc1)C2c1ccc(C)o1 (stereo not given)
  -1.0 | i | -1.87
COc1cc(/C=N/NC(=O)CSc2cc(C)c(Br)cc2C)ccc1O
  -1.1 | i | 0.07
COc1cc(/C=C2\C(=O)N(CCC#N)N=C2C)c(Br)cc1OC(C)C
  nt | i | -0.11
COCC(=O)Oc1c(Sc2ccccc2[N+](=O)[O-])c(C)nn1C(C)(C)C
  -1.3 | i | -0.72
COc1ccc(NC(=O)C2C3C=CC4(O3)C2C(=O)N(CCN2CCCCC2C)C4C(=O)NC2CCCCC2)cc1 (stereo not given)
  -1.8 | i | -0.56
Cc1ccc2sc(N(CCCN(C)C)C(=O)c3ccc(S(=O)(=O)N(C)C4CCCCC4)cc3)nc2c1C
  2.4 | i | -0.37
COc1ccc(N2CCN(C(=O)CN(CCc3ccccc3)S(C)(=O)=O)CC2)cc1
  -1.0 | i | -0.47
COc1ccnc(Oc2ccc(F)cc2)c1C(=O)N/C=N/OCc1ccc(F)cc1
  0.0 | i | -1.22
COc1cccc(CNC(=O)CCC2CCCN(C(=O)c3cscn3)C2)c1 (stereo not given)
  -1.4 | i | -0.83

Compounds were not picked by outcome. About 1.9% of those tested had a hit in this group.
